sPLA2-III inh: human group III sPLA2 inhibitors, primary screen, biochemical, QFRET, BODIPY PC-A2 liposome substrate | hit rate 0.56% among 370,000 | inhibition, % at 12.2 µM | QFRET BODIPY PC-A2 liposome hydrolysis, fluorescence | AID 743126, 2013;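 active = inhibition above mean plus 3 SD of compounds lying within the high and low control bounds, cut at about 19% in these data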;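 also: 0% = median of test compound wells and 100% = no enzyme DMSO wells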
Target sequence (Q9NZ20 whole entry, looked up): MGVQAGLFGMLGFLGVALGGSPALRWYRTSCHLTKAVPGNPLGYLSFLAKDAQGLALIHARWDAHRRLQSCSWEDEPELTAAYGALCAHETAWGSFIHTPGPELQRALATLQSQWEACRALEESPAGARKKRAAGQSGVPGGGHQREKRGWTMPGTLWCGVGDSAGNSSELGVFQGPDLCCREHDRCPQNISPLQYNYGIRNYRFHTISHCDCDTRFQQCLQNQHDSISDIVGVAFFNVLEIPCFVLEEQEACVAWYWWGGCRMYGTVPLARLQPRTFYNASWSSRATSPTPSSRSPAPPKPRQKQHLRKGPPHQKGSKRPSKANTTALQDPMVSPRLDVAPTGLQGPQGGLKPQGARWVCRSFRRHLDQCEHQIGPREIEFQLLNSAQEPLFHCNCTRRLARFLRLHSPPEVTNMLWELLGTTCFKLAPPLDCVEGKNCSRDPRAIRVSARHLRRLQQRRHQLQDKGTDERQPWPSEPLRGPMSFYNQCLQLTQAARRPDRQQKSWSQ
KLK7 zymogen act: proKLK7 zymogen activators, primary screen, biochemical, fluorescence intensity. purified proKLK7, EDANS-DABCYL substrate fluorescence; 100% is mature enzyme control, 0% vehicle. activation, % at 7 µM. hit rate 0.9% among 370,000. AID 652039, 2013;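 active = activation above the mean of all tested compounds plus 3 SD, computed per campaign excluding outliers beyond control limits, cut at about 13% in these data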
Target sequence (P49862 whole entry, looked up): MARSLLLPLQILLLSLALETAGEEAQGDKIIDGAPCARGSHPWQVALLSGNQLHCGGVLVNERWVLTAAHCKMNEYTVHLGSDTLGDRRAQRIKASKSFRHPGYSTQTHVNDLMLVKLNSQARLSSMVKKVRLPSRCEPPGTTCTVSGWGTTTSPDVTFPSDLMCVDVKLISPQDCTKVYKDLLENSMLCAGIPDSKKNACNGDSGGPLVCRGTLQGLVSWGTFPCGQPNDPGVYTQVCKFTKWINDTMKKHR
ssDAF-12 act: S. stercoralis DAF-12 nuclear receptor activators, primary screen, cell-based, luminescence, HEK293, GRIP1 co-expression, lit1-tk-luc. Nuclear hormone receptor DAF-12 (Strongyloides stercoralis). HEK293 ssDAF-12/GRIP1 lit1-tk-luc reporter; % of 3 µM dafachronic acid response. activation, % at 6.8 µM. hit rate 1% among 370,000. AID 652126, 2013;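 active = activation above the mean over all tested compounds plus 3 SD, cut at about 0.9% in these data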;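 also: 0% = DMSO-only wells and 100% = 3 µM delta7-dafachronic acid wells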
hgDAF12 agonist: H. glycines DAF-12 receptor agonists, primary screen, cell-based, luminescence, HEK293, GAL4 fusion, UAS-luciferase | hit rate 1.8% among 370,000 | activation, % at 6.8 µM | HEK293 GAL4-hgDAF12 UAS-luciferase reporter, agonist luminescence; normalized to butyrate control | Nuclear hormone receptor DAF-12 (Heterodera glycines), GAL4 fusion;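 active = activation above a cutoff set at the mean of all screened compounds plus 3 SD, cut at about 10% in these data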;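 also: 0% = DMSO wells and 100% = sodium butyrate wells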
DAX1 inh-1: DAX1 (NR0B1) inhibitors, primary screen, cell-based, HEK293, Gal4-DAX1, luciferase luminescence; Nuclear receptor subfamily 0 group B member 1 (Homo sapiens), P51843; HEK293 Gal4-DAX1 luciferase reporter; inhibition, % at 6.75 µM; hit rate 0.99% among 340,000; AID 504766, 2011;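 active = inhibition above the mean over all tested compounds plus 3 SD, cut at about 4.2% in these data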;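 also: 0% = DAX1-transfected cells with DMSO and 100% = empty-vector control cells with DMSO; inhibition shows as a rise in luminescence from relieved DAX1 repression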
Target sequence (P51843 207-470 limits assumed): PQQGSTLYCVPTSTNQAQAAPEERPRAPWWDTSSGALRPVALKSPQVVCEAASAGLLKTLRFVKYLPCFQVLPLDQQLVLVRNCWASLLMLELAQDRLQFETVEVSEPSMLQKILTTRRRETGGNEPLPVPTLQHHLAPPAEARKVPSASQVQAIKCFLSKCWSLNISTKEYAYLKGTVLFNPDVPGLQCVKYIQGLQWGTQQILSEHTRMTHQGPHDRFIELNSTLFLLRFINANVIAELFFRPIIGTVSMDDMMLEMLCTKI
NPR2 activator: human GC-B receptor activators, primary screen, HEK293 GC-B cells, cGMP TR-FRET, EC30 CNP; Atrial natriuretic peptide receptor 2 (Homo sapiens), P20594; 0% at EC30 CNP, 100% saturating CNP; activation, % at 10 µM; hit rate 0.11% among 370,000; AID 1920062, 2024;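 active = activation at 10 µM reaching about 35% in either raw or pattern-adjusted values, limit read from the data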
SMARCA2 activ: SMARCA2 (BRM) function activators, primary screen, cell-based, luminescence, high throughput; activation, % at 9.1 µM; MG213 cells, MMTV-luciferase reporter, dexamethasone, overnight; hit rate 1% among 370,000; in the data active = activation above about 7.8%;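 also: 0% = vehicle wells and 100% = reference activator wells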
DAX1 inh-2: DAX1 (NR0B1) inhibitors on StAR promoter, primary screen, cell-based, luminescence, SF-1 (NR5A1), full-length DAX-1; HEK293T StAR-luciferase reporter, SF-1/DAX-1 repression relief; inhibition, % at 6.8 µM; hit rate 1.1% among 370,000; AID 652010, 2013;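 active = inhibition above the mean over all tested compounds plus 3 SD, cut at about 3.6% in these data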;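 also: 0% = DAX-1 cells with DMSO and 100% = cells lacking DAX-1 with DMSO; higher inhibition means more luminescence from relief of DAX-1 repression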
hcDAF-12 act: H. contortus DAF-12 nuclear receptor activators, primary screen, cell-based, luminescence, HEK293, lit1-tk-luc reporter; activation, % at 6.8 µM; AID 652067, 2013; hit rate 1.4% among 370,000; HEK293 hcDAF-12 lit1-tk-luc reporter; 0% DMSO, 100% Δ7-dafachronic acid;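 active = activation above the mean of all tested compounds plus 3 SD, cut at about 5.5% in these data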;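 also: 100% = response to 3 µM Δ7-dafachronic acid high control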
NPR1 activator: GC-A stimulated cGMP production enhancers – HEK293 GC-A cells, cGMP TR-FRET, EC30 ANP, primary screen; Atrial natriuretic peptide receptor 1 (Homo sapiens), P16066; hit rate 0.14% among 370,000; 0% at EC30 ANP, 100% saturating ANP; activation, % at 10 µM; AID 1671463, 2021; in the data active = activation above about 40%
FXN GAA850 act: FXN promoter activators, primary screen, cell-based, luciferase luminescence, HEK293 lucGAA850 | HEK293 lucGAA850 FXN promoter luciferase reporter, 24 h; percent of 10 µM SAHA response | activation, % at 6 µM | AID 540364, 2011 | hit rate 0.56% among 360,000;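 active = activation above the average of all compounds screened plus 3 SD, cutoff fixed separately per campaign, cut at about 7.5% in these data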;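 also: 0% = DMSO wells and 100% = 10 µM SAHA wells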
* = called active by the depositor; x = not tested or not shown. Not a hit list. About 6.7% of those tested had a hit in this group.

SMILES	sPLA2-III inh	KLK7 zymogen act	ssDAF-12 act	hgDAF12 agonist	DAX1 inh-1	NPR2 activator	SMARCA2 activ	DAX1 inh-2	hcDAF-12 act	NPR1 activator	FXN GAA850 act
C=C[C@H]1C(O[C@@H]2O[C@H](CO)[C@@H](O)[C@H](O)[C@H]2O)OC=C2C(=O)N3CCc4cc(OC)c(O)cc4[C@H]3C[C@H]21 (stereo partly specified)	-1	-1.1	-1.6	-2.0	3.5	3	2	1.9	-0.3	-1	0.5
COc1cccc(-c2ccc3nnc(SCC(=O)N4CCOCC4)n3n2)c1	1	1.9	0.2	0.1	-0.7	2	-2	0.5	0.8	0	1.0
O=C(CNc1ccc(F)cc1)N/N=C1\CCc2ccccc21	8	0.5	-1.0	4.2	-0.5	-4	-1	-0.1	-0.7	4	-0.3
CC(=O)c1c(C(C)=O)c(C)n(-c2ccc3ncccc3c2)c1C	3	0.0	-1.5	-1.9	0.6	-1	-4	0.5	-1.3	1	-0.2
Nc1nnc(SCC(=O)c2cccc([N+](=O)[O-])c2)s1	-23	0.5	-2.0	-0.7	-0.9	1	-1	-0.3	-1.5	1	-0.2
COCC(C)n1c(C)cc(C(=O)CSc2nnc(Nc3ccccc3F)s2)c1C (stereo unspecified)	-15	0.6	-1.4	-0.2	-1.8	-2	-1	-0.4	-2.3	-16	-0.1
CN(c1ccc(C(=O)NCc2ccncc2)cc1)S(C)(=O)=O	0	-0.6	-1.2	-3.3	-0.2	-1	0	-1.1	0.4	4	0.1
Cn1cccc1C(=O)NS(=O)(=O)c1ccccc1Cl	10	0.3	-1.0	-1.8	1.3	1	2	0.0	-0.7	-3	-1.9
Cc1cc(SCC(=O)NCCCN2CCCC2=O)nc2ccccc12	-7	0.6	-1.3	-2.2	-0.1	1	3	-1.3	-0.6	2	-0.2
Oc1ccc(-c2nc3ncccn3c2Nc2ccc3c(c2)OCCO3)cc1	-4	0.1	-1.0	0.6	-0.4	22	1	-0.6	-0.8	31	0.8
Cc1cc(Nc2ccccc2)nc(NCc2ccccc2)n1	-20	-0.4	-2.2	-3.0	-1.8	-13	-6	-2.1	-3.4	-8	0.6
COCCNc1ccc(N2C(=O)C3CCCCC3C2=O)cc1[N+](=O)[O-] (stereo unspecified)	6	-0.3	-1.5	3.2	4.6*	-8	0	0.2	-1.9	0	1.6
O=C(CC(=O)Nc1ccc(Cl)cc1)N/N=C\c1cccc(F)c1	0	0.4	-0.6	2.7	0.4	0	-2	-0.2	-2.4	2	0.6
O=C(O)CCC(=O)Nc1sc2c(c1C(=O)NCc1ccccc1)CCCC2	-1	-0.5	-1.1	-1.9	0.8	1	0	0.3	-1.1	0	2.6
COC(=O)N/N=C\c1ccccc1OC/C=C/c1ccccc1	-2	-0.2	-0.3	3.1	0.8	-7	5	-0.8	3.2	-1	6.0

With a hit mark in DAX1 inh-1, among the entries above:
compound	sPLA2-III inh	KLK7 zymogen act	ssDAF-12 act	DAX1 inh-1	NPR2 activator	SMARCA2 activ	DAX1 inh-2	hcDAF-12 act	NPR1 activator	FXN GAA850 act
COCCNc1ccc(N2C(=O)C3CCCCC3C2=O)cc1[N+](=O)[O-] (stereo unspecified)	6	-0.3	-1.5	4.6*	-8	0	0.2	-1.9	0	1.6

Additional entries follow.
SMILES	sPLA2-III inh	KLK7 zymogen act	ssDAF-12 act	hgDAF12 agonist	DAX1 inh-1	NPR2 activator	SMARCA2 activ	DAX1 inh-2	hcDAF-12 act	NPR1 activator	FXN GAA850 act
CC(C)(C)C(=O)Nc1cc(NC(=O)C(C)(C)C)cc(C(=O)Nc2c[nH]c(=O)[nH]c2=O)c1	-3	-0.1	-0.8	1.9	x	5	1	0.1	-0.4	-3	0.7
CCc1cccc(NC(=O)C2CCCN(S(=O)(=O)c3cccnc3)C2)c1 (stereo unspecified)	0	0.3	-1.5	-1.6	-1.1	5	-4	-0.8	-3.0	-3	-2.8
COc1cc(C(=O)NCc2ccc3[nH]c(C)cc3c2)cc(OC)c1OC	-16	0.5	-1.0	-0.5	-1.4	0	1	-0.8	-0.1	-1	1.5
CCNC(=O)Oc1ccc[nH]c1=O	1	0.1	-0.1	-0.8	1.1	3	1	0.0	-0.1	3	-0.1
COCc1[nH]c(=S)[nH]c(=O)c1C	0	0.3	-0.2	-1.3	3.2	-6	3	0.1	0.4	1	1.9
COc1ccc(N2CCN(S(=O)(=O)c3ccc4c(c3)N(C(C)=O)CCO4)CC2)cc1	4	-0.3	-1.3	-1.6	0.1	1	-4	-3.0	-2.7	0	0.0
N#CC1(NC(=O)Cn2cc(C(F)(F)F)cc(Cl)c2=O)CCCCC1	3	-0.4	-0.2	0.3	0.9	-2	-2	1.5	-1.1	0	0.0
Cc1ccccc1NC(=O)Cc1nnc(NC(=O)Nc2ccccc2F)s1	-10	0.4	-1.0	-0.9	-0.8	-1	2	0.0	-1.8	-6	1.9
Cc1ccccc1C(=O)NC1CCN(CC(=O)NC2CCCCC2)CC1	0	-0.2	-0.8	-1.5	-0.5	5	0	-0.2	-1.2	0	2.2
Cc1ccc(N2C(N)=C(C#N)C(c3ccsc3)C3=C2CC(C)(C)CC3=O)cc1 (stereo unspecified)	-9	0.6	-1.1	-1.4	0.4	-2	1	-0.9	-2.3	4	2.2
CS(=O)(=O)N1CCN=C1SCc1ccccc1	-5	-0.3	-1.1	2.6	1.3	13	-2	0.3	-1.4	3	0.9
COC(=O)c1c(-c2cccs2)csc1NC(=O)CN1CCOCC1	-2	-0.4	-1.9	-2.8	0.2	3	1	-0.9	-2.1	5	7.1
Cc1ccccc1NS(=O)(=O)c1ccc(C(=O)NNC(=O)c2ccccc2O)cc1	-6	-0.5	0.3	-2.4	-0.9	8	-1	-0.5	1.8	-2	-0.8
CC1Cc2ccccc2N1C(=O)CSc1nnc(-c2ccc(S(=O)(=O)N3CCCC3)cc2)o1 (stereo unspecified)	0	-0.8	-1.7	-0.4	0.6	1	3	0.4	-0.4	0	-0.1
Cc1ccc(OC(=O)c2ccc3snnc3c2)cc1	-5	0.6	-1.2	-0.6	-1.0	-1	4	0.2	-0.6	2	3.0
c1cncc(CSc2nnc3ccc(-c4ccco4)nn23)c1	1	-0.4	-1.2	-0.6	-0.5	1	0	-0.1	-1.1	-1	-1.7
Cc1ccc(C(=O)O)cc1NC(=S)NC(=O)Cc1ccccc1	-2	-0.6	-0.4	0.6	0.8	4	-2	-0.6	-1.2	-2	3.5
COCCCn1c(C(=O)N2CC(C)OC(C)C2)cc2c(=O)n3ccccc3nc21 (stereo unspecified)	6	83*	-1.1	-0.7	0.0	10	1	-1.1	0.7	10	-1.0
O=S(=O)(NCc1cn2ccccc2n1)c1cc(F)ccc1F	-1	0.2	-1.1	-0.2	0.0	4	2	0.0	-1.6	0	-0.7
O=C(C1COc2ccccc2O1)N1CCN(S(=O)(=O)c2cc(F)ccc2F)CC1 (stereo unspecified)	-1	0.4	-1.6	0.7	-0.4	-1	-3	-0.7	-3.7	-2	0.4
CC(=O)N/N=C/c1c(C)[nH]n(-c2ccccc2)c1=O	12	0.2	-1.4	-1.4	1.0	-3	-2	-0.6	-0.1	2	0.1
CCOC(=O)c1cnn(-c2nc(OCC)cc(OCC)n2)c1C	6	-0.2	-0.5	3.5	-2.6	-2	-2	-0.2	1.0	-2	3.1
CCCC(=O)N(CCN1CCOCC1)c1nc2cc(C)c(C)cc2s1	4	0.2	-0.6	10	1.6	-2	4	1.9	4.4	-2	5.0
CC1=NNC(=O)C1Cc1ccccc1C (stereo unspecified)	1	0.1	-1.0	-2.3	-0.1	-1	-3	-0.2	0.3	5	3.0
COc1ccc(OCC(=O)Nc2ccc(C(=O)Nc3ccccc3C(=O)O)cc2)cc1	-30	-0.2	-1.0	1.3	0.4	0	3	0.4	4.3	-3	-0.3
CCN1CCC(Nc2ccnc3cc(Cl)ccc23)CC1	16	-1.3	-0.7	4.5	-0.8	-2	8	0.5	-1.3	5	1.9
CC(C)(C)c1ccccc1OCC(=O)Nc1ccccc1C(=O)NCc1cccnc1	-14	0.6	-1.5	-1.2	-1.4	-3	-4	-0.1	-2.9	-4	1.0
CCn1c2ccccc2c2cc(NC(=O)CN(C)CC(=O)Nc3ccc(N4CCOCC4)cc3)ccc21	-25	-1.9	-1.6	7.2	-0.2	-5	-2	-0.4	-1.9	-10	-0.8
Cc1nc(C)c(-c2csc(NCc3ccccc3)n2)s1	-3	0.9	-1.1	-0.1	-0.6	3	0	-0.8	-3.1	-2	3.1
CCOC1=C2[C@@H](CN(S(=O)(=O)c3ccc(C)cc3)[C@H]2c2ccccc2Cl)[C@H]2C(=O)N(C(C)(C)C)C(=O)[C@H]2C1	-8	0.3	-0.7	-3.9	x	-6	-3	1.4	-2.1	-2	x
CCCC1Cc2c(sc3ncnc(N)c23)CO1 (stereo unspecified)	2	-1.2	-1.1	-1.5	0.5	-6	2	0.1	0.6	-1	5.1
COc1ccc(C(=O)NCCn2ccc3ccccc32)c(OC)c1	-10	-0.3	-0.7	2.5	-0.4	0	1	0.4	3.0	-4	2.8
C=CCn1c(SCC(=O)Nc2cc(C)ccc2C)nnc1-c1cnccn1	-2	0.1	-0.8	2.0	-0.3	-4	-2	0.3	-1.9	-10	0.5
Cc1c(NC(=O)c2cc(-c3ccc(F)cc3)nc3ccccc23)c(=O)n(-c2ccccc2)n1C	1	0.3	-1.8	-4.6	-1.6	3	-3	-2.9	-0.4	-4	-3.9
COc1cccc(/C=N/NC(=O)C(=O)NCc2ccco2)c1OC	4	-0.5	-1.3	0.6	1.4	9	-1	0.0	-1.5	5	-0.6
CCOC(=O)C(Cc1c(F)cccc1Cl)c1ccnc2nc(N)nn12 (stereo unspecified)	16	1.0	-1.3	0.1	-0.4	3	0	-0.4	-1.6	-1	0.5
Cc1oc2ccc(OCc3ccc(F)cc3Cl)cc2c1C(=O)O	-13	-0.5	-1.1	-0.3	0.9	-2	-3	-0.2	-0.2	6	-0.5
O=[N+]([O-])c1cc(Br)ccc1NS(=O)(=O)c1ccccc1	-24	0.4	-1.0	-3.0	-0.3	0	-3	-1.2	0.3	0	1.2
COc1ccc2oc(=O)c(C(=O)NCc3ccc(F)cc3)cc2c1	8	-15	-1.5	0.9	-0.3	0	-3	0.2	-1.2	3	1.4
CCn1c(-c2cc(-c3ccc(C)cc3)nc3ccccc23)n[nH]c1=S	6	0.8	-1.7	0.6	0.4	-17	-1	-0.6	-2.1	1	1.6

Bioassay records: PubChem, several laboratories
